TSG101-PTAP inh – qHTS Assay for Iinhibitors of HIV-1 Budding by Blocking the Interaction of PTAP/TSG101; Tumor susceptibility gene 101 protein (Homo sapiens), Q99816; Fluorescence polarization, FITC-PTAP peptide / Tsg101 binding; Potency, µM (doses to about 115 µM), for inactives: at the top dose activity change, negative = inhibition, usual class: inhibitors; 340,000 tested, under 10 active; AID 493005, 2010; active = well fitted inhibition curve with a large enough effect in the main read-out, with a control signal flat, not every such curve was filed as active; inconclusive = small, poorly fitted or top-dose-only effect, or effect the other way, or a change in a side signal; inactive = no such curve, though single readings can be large or run the other way; note: potency is the fitted concentration of half-maximal effect; % of control where 0% means no effect
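Tsg101 binding domain (10 uM final) was mixed with compound and a FITC-labeled PTAP peptide (50 nM final) in HEPES pH 7.5 buffer with NaCl, Tween 20, EDTA and TCEP; fluorescence polarization was read after 20 min at r.t.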
Mito fusion yeast – qHTS Assay for Small Molecule Inhibitors of Mitochondrial Division or Activators of Mitochondrial Fusion; S. cerevisiae fusion-defective mutant growth rescue, CellTiterGlo 48 h; 320,000 compounds, 0.23% hits; Potency, µM (highest dose often 46.1 µM), for inactives: top-dose growth rescue (activation), hits mostly activators;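 note: potency is the fitted concentration of half-maximal effect; % of control where 0% means no effect; nearly all actives have a fitted effect of over 45% in size; temperature-sensitive fusion mutants such as fzo1-1 at 37 °C on non-fermentable ethanol glycerol medium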
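Luminescent cell viability in 1536-well qHTS format served as the measure of rescued growth in ts fusion-mutant S. cerevisiae cultured on non-fermentable YPEG for 48 hours at 37C.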
a7 integrin act – qHTS for Activators of Integrin-Mediated Alleviation for Muscular Dystrophy | AID 624291, 2012 | alpha7betagal myoblasts, beta-gal FDG fluorescence, 48 h | 350,000 compounds, 0.064% hits | Potency, µM (top dose mostly 38.3 µM), for the others: at the highest dose activation, most hits filed as activators;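 note: potency is the fitted concentration of half-maximal effect; 100% = response of the positive control SU9516; nearly all actives have a fitted effect of over 60% in size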
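alpha7betagal+/- myoblasts (passage 13, 250/well) treated 48 h at 37C with compounds at 1:260 dilution of DMSO stock. Lysed, then beta-galactosidase activity read as FDG fluorescence (ex 480/em 540) after 30 min, with pre-read for autofluorescence.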
Menin-MLL TR inh – qHTS Assay for Inhibitors Targeting the Menin-MLL Interaction in MLL Related Leukemias: Competition With Texas Red Labeled MLL-derived Mutant Peptide; O00255; Menin + Texas Red MLL mutant peptide, fluorescence polarization; Potency, µM (doses to about 61.6 µM), for the others: top-dose FP activity change, negative = inhibition, usual class: inhibitors; 270,000 compounds, 0.23% hits; AID 1768, 2009; active = well fitted inhibition curve with a large enough effect in the polarisation, with a control signal flat, not every such curve was filed as active; inconclusive = small, poorly fitted or top-dose-only effect, or effect the other way, or a change in a side signal; inactive = no such curve, though single readings can be large or run the other way; the % refers to the polarisation; note: potency is the fitted concentration of half-maximal effect; % of control where 0% means no effect; many of its hits are not listed in these tables
ASM inhibitor – Inhibitors of Secretory Acid Sphingomyelinase (S-ASM): qHTS | Sphingomyelin phosphodiesterase (Homo sapiens), P17405 | placental ASM, HMU-PC fluorogenic substrate, 60 min | Potency, µM (highest dose often 57.5 µM), for inactives: top-dose activity change, negative = inhibition, usual class: inhibitors | 340,000 compounds, 0.006% hits | AID 504937, 2011; note: potency is the fitted concentration of half-maximal effect
Target sequence (P17405 47-631 limits assumed): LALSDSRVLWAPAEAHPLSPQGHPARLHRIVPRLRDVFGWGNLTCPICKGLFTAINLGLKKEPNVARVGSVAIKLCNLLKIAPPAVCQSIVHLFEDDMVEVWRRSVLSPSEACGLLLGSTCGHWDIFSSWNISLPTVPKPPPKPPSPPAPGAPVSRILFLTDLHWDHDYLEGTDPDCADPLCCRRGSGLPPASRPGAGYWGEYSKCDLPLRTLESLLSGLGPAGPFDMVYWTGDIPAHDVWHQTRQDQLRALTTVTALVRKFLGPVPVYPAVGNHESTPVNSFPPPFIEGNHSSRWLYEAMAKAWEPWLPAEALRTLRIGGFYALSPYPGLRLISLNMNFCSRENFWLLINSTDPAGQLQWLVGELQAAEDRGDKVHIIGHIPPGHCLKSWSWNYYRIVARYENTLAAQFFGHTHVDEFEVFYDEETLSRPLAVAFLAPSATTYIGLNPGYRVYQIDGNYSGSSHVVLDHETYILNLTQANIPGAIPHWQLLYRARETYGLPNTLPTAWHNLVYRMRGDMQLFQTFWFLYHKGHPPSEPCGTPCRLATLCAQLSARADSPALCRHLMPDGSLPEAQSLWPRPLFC
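qHTS format. ASM enzyme prepared from human placenta hydrolyses the fluorogenic substrate HMU-PC0 (9 uM final) over 60 min at 37 °C after a 10 min compound preincubation.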
TSHR antag – Antagonists of the Thyroid Stimulating Hormone Receptor: HTS campaign; Thyrotropin receptor (Homo sapiens), P16473; 330,000 compounds, 0.2% hits; activity change, negative = inhibition, % at 11.5 µM; TSHR-expressing cells, TSH-stimulated cAMP HTRF, 2 h; stronger effect = lower value;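 active = activity change below a set negative limit, meaning inhibition stronger than a set level, cut at about -70% in these data; inconclusive = activity change between two set negative limits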; note: % is set by controls: 0 for no effect and ±100 for the full control effect
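Read-out is FRET at 665 nm (cryptate excitation 337 nm) from a cryptate-tagged anti-cAMP antibody, competed by cell cAMP against cAMP-d2. Compounds are tested on freshly harvested TSHR cells challenged with 4nM TSH (EC80) for 2 hours at 37 deg C.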
A-T KAP1 phos – qHTS Assay for Identifying a Potential Treatment of Ataxia-Telangiectasia. […] A-T fibroblasts, KAP-1 phosphorylation AlphaLISA; neocarzinostatin DNA damage 30 min before lysis. Potency, µM (doses to about 57.5 µM), without a hit: at the highest dose activation, actives largely listed as activators. 320,000 compounds, 0.19% hits; note: potency is the fitted concentration of half-maximal effect; % of control where 0% means no effect; nearly all actives have a fitted effect of over 45% in size
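ATM-like activity read as KAP-1 phosphorylation via AlphaLISA donor/acceptor antibody pairs after lysis and 6 hr at 25C. Cells were ATM-null patient fibroblasts ([…], hTERT), dosed 60 min, then exposed to the DSB inducer NCS for 30 min.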
TCR activator – Activators of T cell receptors: qHTS campaign; primary human leukocytes, anti-CD3, IL-2 HTRF, 48 h; Potency, µM (highest dose often 9.22 µM), inactives show at the top dose activation of IL-2 secretion, hits mostly activators; 330,000 tested, under 10 active; AID 504894, 2011; note: % of control where 0% means no effect
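Human primary leukocytes + a-CD3 beads + cpd, 48 hr; IL-2 in supernatant by HTRF (ex 320nm / em 665nm). No co-stimulatory signal supplied.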
MBNL1 CUG block – qHTS Assay for Inhibitors of MBNL1-poly(CUG) RNA binding. Potency, µM (doses to about 57.5 µM), without a hit: at the top dose activity change, negative = inhibition, hits mostly inhibitors. TR-FRET MBNL1-His/biotin-(CUG)12 binding, 665/545 ratio. Muscleblind-like protein 1 (Homo sapiens), Q9NR56. 280,000 compounds, 0.036% hits; active = well fitted inhibition curve with a large enough effect in the signal ratio, with a control signal flat, not every such curve was filed as active; inconclusive = small, poorly fitted or top-dose-only effect, or effect the other way, or a change in a side signal; inactive = no such curve, though single readings can be large or run the other way; the % refers to the signal ratio; note: potency is the fitted concentration of half-maximal effect; % is set by controls: 0 for no effect and ±100 for the full control effect
Target sequence (Q9NR56 whole entry, looked up): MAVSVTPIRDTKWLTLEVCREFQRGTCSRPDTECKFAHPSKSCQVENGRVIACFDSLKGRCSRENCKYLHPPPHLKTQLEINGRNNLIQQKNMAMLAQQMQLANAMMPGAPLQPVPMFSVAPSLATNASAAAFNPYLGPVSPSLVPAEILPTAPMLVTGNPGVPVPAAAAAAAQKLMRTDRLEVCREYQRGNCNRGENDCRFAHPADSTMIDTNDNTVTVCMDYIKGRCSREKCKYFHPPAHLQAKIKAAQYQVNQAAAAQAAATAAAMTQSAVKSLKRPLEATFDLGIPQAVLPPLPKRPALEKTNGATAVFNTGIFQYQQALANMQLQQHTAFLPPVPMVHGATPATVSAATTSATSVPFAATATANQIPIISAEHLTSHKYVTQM
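Ratiometric TR-FRET (665 over 545 nm, excitation 340 nm) tracks disruption of MBNL1-His/biotin-(CUG)12 complex after 60 min at room temperature, with compounds at 92 nM to 58 uM final.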
MLL CXXC-DNA inh – qHTS Fluorescence Polarization Assay for Inhibitors of MLL CXXC domain - DNA interaction. Histone-lysine N-methyltransferase 2A (Homo sapiens), Q03164. MLL-CXXC / FITC-HOXA9 DNA fluorescence polarization. Potency, µM (highest dose often 115 µM), inactives show at the top dose activity change, negative = inhibition, usual class: inhibitors. 290,000 compounds, 0.037% hits; active = well fitted inhibition curve with a large enough effect in the polarisation, with a control signal flat, not every such curve was filed as active; inconclusive = small, poorly fitted or top-dose-only effect, or effect the other way, or a change in a side signal; inactive = no such curve, though single readings can be large or run the other way; the % refers to the polarisation; note: potency is the fitted concentration of half-maximal effect
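Purified MLL-CXXC (added from a 7 uM solution) was preincubated 5 min at ambient with pinned compounds in 50 mM Tris-HCl pH 7.5, 50 mM NaCl, 1 mM DTT, 0.05% BSA. Fluorescein-labeled HOX-A9 DNA (50 nM solution) followed, 30 min, then polarization read.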
* hit, by the source's call; i = inactive; ? = inconclusive; . = no result given; [ ] = another dose, or the depositor's remark. Unless noted, calls come from the whole dose curve; as a rule, active = well fitted curve in the direction sought with a large enough effect; inconclusive = small, poorly fitted or top-dose-only effect, or another doubt; inactive = no such curve, though single readings can be large; an effect the other way counts as inactive or inconclusive.

SMILES	TSG101-PTAP inh	Mito fusion yeast	a7 integrin act	Menin-MLL TR inh	ASM inhibitor	TSHR antag	A-T KAP1 phos	TCR activator	MBNL1 CUG block	MLL CXXC-DNA inh
CCCCCCCC(=O)OC(CN1CCCCC1)CN1CCCC1=O (stereo not drawn)	-10%	-1%	24%	-5%	1%	6	-3%	-2%	-5%	3%
CCOc1ccccc1N1CCN(S(=O)(=O)CC)CC1	0%	2%	14%	0%	-2%	-13	3%	-1%	-4%	-2%
O=[N+]([O-])c1ccc(Cl)c(S(=O)(=O)Nc2ccc(-c3ccc(N4CCOCC4)nn3)cc2)c1	2%	3%	-12%	.	-8%	-15	3%	-2%	.	.
O=C(O)c1cc(C(=O)C2CCCCC2)c[nH]1	-7%	-25%	10%	1%	5%	-1	-1%	3%	-23%	5%
CC(Sc1nnc2ccccn12)C(=O)NCc1ccc2c(c1)OCO2 (stereo not drawn)	-1%	-5%	?	-11%	10%	-3	2%	5%	4%	-4%
O=C1NC(=O)/C(=C\c2ccc(OCc3ccccc3)cc2)S1	-6%	10%	23%	1%	1%	-35	-3%	4%	2%	-4%
CCc1ccc(N(C(=O)CNC(=O)c2cccs2)C(C(=O)NC(C)(C)C)c2cc(OC)c(OC)c(OC)c2)cc1 (stereo not drawn)	-9%	-1%	8%	.	-4%	7	-6%	-3%	-1%	-3%
Cc1cc(C(=O)C(C)OC(=O)c2cnccn2)c(C)n1-c1ccccc1 (stereo not drawn)	0%	-7%	-19%	.	0%	-7	-1%	-2%	.	.
CC(=O)Oc1cc2c(cc1Cl)C1(CC(c3ccccc3Cl)O2)CC(C)(C)NC(=S)N1 (stereo not drawn)	-1%	3%	-40%	5%	-21%	6	-1%	-1%	-4%	14%
C=CCn1c(SCC(=O)N(C)C2CCS(=O)(=O)C2)nnc1-c1ccncc1 (stereo not drawn)	0%	3%	21%	-27%	-2%	-5	-1%	3%	0%	3%
Cc1c(C)c2c(OCC(=O)NCc3ccncc3)cc3c(c2oc1=O)CCC(C)(C)O3	-5%	2%	-4%	10%	14%	2	-5%	5%	7%	-2%
CCc1ccc(N(CC(=O)NC(C)C)C(=O)CCC(=O)Nc2nccs2)cc1	-6%	-6%	-14%	-27%	3%	0	-10%	11%	6%	?
COc1ccnc(Oc2ccccc2)c1C(=O)N/C=N/OCc1ccc(F)cc1Cl	-5%	-8%	-39%	12%	-2%	14	9%	11%	-9%	-6%
CC(C)Cc1nnc(NC(=O)CCC(=O)N2CCN(Cc3ccccc3)CC2)s1	-4%	12%	-4%	-3%	2%	2	-2%	0%	-5%	16%
O=C(COc1ccc(Cl)cc1)Nc1ccccc1C(=O)NCc1cccnc1	-1%	-2%	7%	.	1%	-1	5%	3%	-6%	0%
CCCCCn1c(=O)c(-c2nc3ccccc3[nH]2)c(O)c2ccccc21	-2%	12%	-15%	8%	45%[activator]	6	4%	8%	-12%	-10%
O=C(CNc1ccc(Br)cc1)NNC1=NCCC1	0%	-2%	1%	6%	-1%	-5	-2%	-5%	-6%	-2%
Nc1ccc2nc3n(c(=O)c2c1)CCC3	1%	1%	3%	0%[11.7 µM]	289%[activator]	1	-1%	1%	21%	-1%
S=c1[nH]nc(-c2ccc3ccccc3n2)n1-c1ccccc1	-6%	22%	22%	-3%	-4%	6	0%	4%[46.1 µM]	12%	9%
S=c1[nH]ncn1/N=C/c1ccc(N2CCOCC2)cc1	-1%	3%	-3%	1%	12%	1	6%	.	?	-8%
COCCn1c(-c2ccc(Br)cc2)csc1=Nc1cccnc1	-1%	-15%	-21%	-7%	-3%	-9	-19%	4%	-6%	11%
CCOC(=O)CC(=O)CSc1nc2ccccc2c(=O)n1-c1ccc(C(=O)N2CCOCC2)cc1	.	-1%	-26%	?	3%	5	3%	.	-5%	-11%
Cn1c(C(=O)N2CCc3ccccc3C2)cc2c(=O)n3ccccc3nc21	-17%	4%	0%	-12%	i	7	29%	1%	?	-2%
O=C(NCCN1CCN(c2ccccc2)CC1)c1cccn2c(=O)c3ccccc3nc12	-2%	5%	5%	8%	27%	-6	1%	2%[46.1 µM]	11%	-13%
CCOC(=O)C1(C(=O)O)NC(=O)CC1c1ccccc1 (stereo not drawn)	-3%	-1%	-2%	-5%	1%	-17	14%	-2%	-3%	-3%
O=C(NCc1ccccc1C(F)(F)F)C1CC(O)CN1C(=O)Nc1ccccc1 (stereo not drawn)	-2%	0%	34%	6%	2%	2	-3%	.	-6%	-1%
CC1(C)Cc2nc(N3CCOCC3)c(C#N)cc2CO1	-3%	-14%	-8%	-1%	78%[activator]	17	1%	2%	4%	-2%
CCOCCCNC(=O)C1(O)c2cc(Br)ccc2NC(=O)N1c1ccc(C)c(C)c1 (stereo not drawn)	-2%	3%	9%	-9%	2%	20	7%	4%	3%	-4%
COc1cccc(N2CCN(c3ccc4nnc(CCC(=O)Nc5ccc(F)cc5F)n4n3)CC2)c1	-3%	1%	10%	.	-5%	5	-7%	-3%	1%	2%
Cc1cccc(NC(=O)CSc2nnc(-c3ccc(S(=O)(=O)N4CCCC4)cc3)o2)c1	-5%	0%	-13%[7.66 µM]	3%	0%	-11	-9%	2%	8%	8%
COC(=O)CN(c1ccc(Cl)cc1C)S(C)(=O)=O	-3%	4%	-14%	13%	3%	2	2%	3%	9%	0%
COc1ccc(OCc2nc(N)nc(Nc3cccc(C)c3C)n2)cc1	-7%	-2%	10%	-8%[11.7 µM]	2%	7	3%	1%	-13%	2%
CCCCn1c(N)c(N(CC(C)C)C(=O)c2ccc(S(=O)(=O)N3CCC(C)CC3)cc2)c(=O)[nH]c1=O	1%	-3%	-3%	.	8%	4	2%	0%	.	.
O=C1c2ccc(Cl)cc2S(=O)(=O)c2cccc(C(=O)N3CCC(Cc4ccccc4)CC3)c21	-2%	?	-38%	.	-9%	0	-4%	-1%	.	.
Cc1cc(NC(=O)CSc2nnc(C)n2-c2ccccc2C)no1	-1%	-2%	13%	-8%	2%	-2	-14%	5%	-7%	-7%
Cc1ccc(NC(=O)CN(C)C(=O)/C=C/c2cccc(F)c2)cc1	1%	?	-19%	8%	-2%	4	-1%	-10%	-12%	0%
COC(=O)N/N=C(\C)c1ccc(OC(F)F)cc1OC(F)F	1%	-3%	0%	1%	1%	0	-1%	1%[46.1 µM]	4%	7%
COc1ccc(C(=O)NCC(=O)N/N=C/c2c(C)[nH]c3ccccc23)cc1	0%	-4%	0%	.	-5%	-6	-5%	-8%	2%	35%[activator]
COc1ccc(-c2cc(=O)c3ccccc3o2)cc1	-1%	-21%	2%	-6%	23%	-12	14%	3%	15%	-1%
CC(=O)NC(Cc1cccc(F)c1)C(=O)NC1CCN(C(=O)Nc2ccc(C)cc2)CC1 (stereo not drawn)	1%	2%	-1%	.	4%	10	-4%	0%	2%	-11%
O=Cc1ccc(-c2ccc(Cl)cc2Cl)[nH]1	-6%	-3%	20%	-6%	0%	9	-1%	-2%	-6%	1%
CC(C)N(Cc1nc(-c2ccc(Cl)cc2)no1)C(=O)CCC1CCCC1	1%	10%	-3%	0%	-15%	-42	?	-1%	-7%	1%
c1ccc(N2CCN(c3ccc4nncn4n3)CC2)nc1	0%	-2%	0%	?	2%	-3	-4%	2%	13%	-1%
COC(=O)[C@H](Cc1ccccc1)NC(=O)C1CCN(C(=O)[C@H](C)NS(=O)(=O)c2ccc(C)cc2)CC1	-2%	5%	4%	.	1%	-11	-2%	6%	-5%	0%

Source: PubChem (National Center for Advancing Translational Sciences (NCATS))

A portion of the library (hit frequency here may not be typical).
